High-throughput results (PubChem)
GLD-1 RNA inh: GLD-1-TGE RNA interaction inhibition (C. elegans). Q17339. purified GLD-1 + fluorescein TGE RNA, fluorescence polarization. inhibition, % at 5.96 µM. 320,000 tested, 0.44% active;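 active means percent inhibition above a per-plate cutoff, the plate mean of test compounds plus 3 SD, cut at about 30% in these data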;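 further: 0% = DMSO wells with GLD-1 and probe and 100% = wells lacking GLD-1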
Target sequence (Q17339 whole entry, looked up): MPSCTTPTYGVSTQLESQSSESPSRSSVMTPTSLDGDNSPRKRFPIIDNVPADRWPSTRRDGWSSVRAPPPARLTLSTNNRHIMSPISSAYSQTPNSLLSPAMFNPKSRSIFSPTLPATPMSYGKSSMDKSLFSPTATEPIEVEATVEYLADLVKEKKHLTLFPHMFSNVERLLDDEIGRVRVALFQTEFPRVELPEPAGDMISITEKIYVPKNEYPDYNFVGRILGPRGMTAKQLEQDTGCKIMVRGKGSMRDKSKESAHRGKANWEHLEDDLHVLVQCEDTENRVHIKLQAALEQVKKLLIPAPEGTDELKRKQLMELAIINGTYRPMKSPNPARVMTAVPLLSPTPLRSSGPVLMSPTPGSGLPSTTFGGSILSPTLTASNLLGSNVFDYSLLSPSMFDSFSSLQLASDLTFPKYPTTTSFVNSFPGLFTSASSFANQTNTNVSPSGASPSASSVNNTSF
MCL1-BIM inh: MCL1-BIM-BH3 interaction inhibition (human) | 320,000 tested, 0.68% active | GST-MCL1 / FITC-Bim-BH3 fluorescence polarization | Q07820 | inhibition, % at 10.9 µM;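 active means inhibition above the mean inhibition of all tested compounds plus 3 SD, set per campaign, cut at about 40% in these data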;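 further: 0% = DMSO wells and 100% = unlabeled Bim-BH3 peptide control; higher means more loss of mP so more displacement of Bim peptide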
Target sequence (Q07820 whole entry, looked up): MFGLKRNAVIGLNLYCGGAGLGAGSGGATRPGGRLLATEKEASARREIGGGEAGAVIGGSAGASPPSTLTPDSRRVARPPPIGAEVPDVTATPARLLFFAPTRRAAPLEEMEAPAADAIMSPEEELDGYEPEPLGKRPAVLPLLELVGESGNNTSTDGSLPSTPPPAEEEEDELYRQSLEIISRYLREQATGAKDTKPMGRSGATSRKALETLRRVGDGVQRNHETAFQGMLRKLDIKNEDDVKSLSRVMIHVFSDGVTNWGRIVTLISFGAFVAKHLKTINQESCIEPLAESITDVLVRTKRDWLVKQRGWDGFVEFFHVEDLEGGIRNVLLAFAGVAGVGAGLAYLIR
MEX-5 binding: C. elegans MEX-5 TCR-2 RNA binding activity; Q9XUB2; MEX-5/FITC-TCR2 RNA binding, fluorescence polarization; hits give low values; activity score (negative = inhibition of binding), % at 10 µM; 300,000 tested, 0.38% active; AID 1832;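 active means inhibition past about -25% in most replicates, and total fluorescence under double the plate's negative control median, limit read from the data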;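 further: 0% = DMSO and -100% = 5 µM competing unlabeled TCR2 RNA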
ZTA counter: ZTA (EBV) inhibition in EBNA-1 counter-screen. P03206. ZTA-DNA binding, fluorescence polarization. inhibition, % at 11 µM. 320,000 tested, 0.15% active; in the data active means inhibition above about 33%
Bcl-xL primary: Bcl-xL (human) inhibition; inhibition, % at 10.9 µM; Q07817; GST-Bcl-xL / FITC-Bim BH3 peptide fluorescence polarization; AID 2129; 320,000 tested, 0.7% active;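 active means inhibition above the mean of all tested compounds plus 3 SD, cutoff set per campaign, cut at about 30% in these data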;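 further: 0% = DMSO wells and 100% = unlabeled Bim-BH3 peptide competitor; inhibitors lower millipolarization by displacing the labeled peptide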
CR mimetic SO: caloric restriction mimetics inhibiting age-related superoxide in yeast; superoxide response (% of plate mean), % at 10 µM; AID 2690; 330,000 tested, 0.18% active; S. cerevisiae aged cells, superoxide DHE fluorescence; hits give low values;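 active means superoxide response under a set limit, about three screen SD below normal, cut at about 65% in these data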;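 further: yeast aged for seven days with compound at 30 °C before DHE staining; 100% = average MFI of all compound-treated wells on the plate with controls excluded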
Fam108B inh: Fam108B inhibition, counter-screen for RBBP9 inhibitors; inhibition, % at 9.51 µM; recombinant Fam108B, FP-Rh probe fluorescence polarization; AID 1947; 300,000 tested, 0.33% active;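 active means inhibition above the screen mean inhibition plus 3 SD, computed separately per campaign, cut at about 18% in these data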;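 further: inhibitors lower polarization as less probe binds the enzyme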
EBNA-1 inh: blocks EBNA-1 binding to DNA. EBNA-1 DNA binding, fluorescence polarization. inhibition, % at 14.8 µM. 300,000 tested, 0.34% active. AID 1950; in the data active means inhibition above about 28%
Efflux pump mplx: blocks antifungal efflux pumps in multiplex yeast assay | S. cerevisiae Candida pump triplex, Nile Red efflux | AID 485275 | 330,000 tested, 0.44% active | inhibition, % at 10 µM;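 active means plate passing quality check with inhibition over a set limit, or well fluorescence over plate mean plus 4 SD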;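 further: Nile Red retained in pooled yeast measured as flow cytometry median fluorescence; 0% = buffer negative control and 100% = Enniatin B positive control; higher means more Nile Red kept so more efflux inhibition; some compounds called inactive have numbers as strong as hits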
Numbers without * were called inactive; · = not tested or not shown.

Sample of the layout, 12 compounds:
1. O=C(CSc1nnc(SCc2ccc(Cl)cc2)s1)c1ccc2c(c1)OCO2
2. COc1ccc(C(=O)N2CCN(Cc3ccccc3)CC2)cc1[N+](=O)[O-]
3. CCn1c(=O)c2cc(C(=O)N3CCOCC3)sc2c2ccccc21
4. COc1ccccc1C(CNC(=O)CCNC(=O)c1ccccc1Cl)N1CCCC1 (stereo not drawn)
5. O=C(NC(=S)NCCC1=CCCCC1)c1cncc(Br)c1
6. O=C(Nc1ccc(O)c2c(=O)cc(-c3cccc(Cl)c3)oc12)c1ccc(F)cc1
7. COc1ccc(C(=O)NCC2(c3ccccc3)CCOCC2)cc1[N+](=O)[O-]
8. Cc1cc(C(=O)NN=C(Cc2ccccc2)Cc2ccccc2)c(C)o1
9. CC(C)(C)NC(=O)NC(=O)CN1CCCc2ccccc21
10. O=C(CCc1nnc2ccc(NCc3ccco3)nn12)Nc1ccc(F)cc1

assay / entry	1	2	3	4	5	6	7	8	9	10
GLD-1 RNA inh	-10	10	-5	8	1	4	2	-2	6	2
MCL1-BIM inh	-14	3	1	8	6	3	-3	9	84*	5
MEX-5 binding	1.9	-2.1	1.0	0.1	0.9	1.0	-0.4	0.7	·	0.3
ZTA counter	-1	-11	3	3	-13	-10	-10	-3	-28	-6
Bcl-xL primary	-13	5	6	7	5	5	-3	4	77*	4
CR mimetic SO	110	110	103	102	109	97	114	105	112	85
Fam108B inh	-9	-1	-2	8	1	2	0	4	-7	2
EBNA-1 inh	-9	2	-2	1	-22	-1	-10	-8	-4	-2
Efflux pump mplx	1.6	0.0	-0.1	-0.2	0.4	0.3	0.3	-0.3	0.2	0.0

11. CC(Sc1nc(N2CCOCC2)c2c(c1C#N)CC(C)(C)OC2)C(=O)O (stereo not drawn)
12. Cc1ccnc(NS(=O)(=O)c2ccc(NS(=O)(=O)c3ccc([N+](=O)[O-])cc3)cc2)n1

assay / entry	11	12
GLD-1 RNA inh	-10	-6
MCL1-BIM inh	-5	-10
MEX-5 binding	0.2	3.3
ZTA counter	4	8
Bcl-xL primary	31*	-4
CR mimetic SO	104	97
Fam108B inh	-2	-2
EBNA-1 inh	-4	-15
Efflux pump mplx	0.2	0.2

The whole of this part, from the start:
1. O=C(CSc1nnc(SCc2ccc(Cl)cc2)s1)c1ccc2c(c1)OCO2
2. COc1ccc(C(=O)N2CCN(Cc3ccccc3)CC2)cc1[N+](=O)[O-]
3. CCn1c(=O)c2cc(C(=O)N3CCOCC3)sc2c2ccccc21
4. COc1ccccc1C(CNC(=O)CCNC(=O)c1ccccc1Cl)N1CCCC1 (stereo not drawn)
5. O=C(NC(=S)NCCC1=CCCCC1)c1cncc(Br)c1
6. O=C(Nc1ccc(O)c2c(=O)cc(-c3cccc(Cl)c3)oc12)c1ccc(F)cc1
7. COc1ccc(C(=O)NCC2(c3ccccc3)CCOCC2)cc1[N+](=O)[O-]
8. Cc1cc(C(=O)NN=C(Cc2ccccc2)Cc2ccccc2)c(C)o1

assay / entry	1	2	3	4	5	6	7	8
GLD-1 RNA inh	-10	10	-5	8	1	4	2	-2
MCL1-BIM inh	-14	3	1	8	6	3	-3	9
MEX-5 binding	1.9	-2.1	1.0	0.1	0.9	1.0	-0.4	0.7
ZTA counter	-1	-11	3	3	-13	-10	-10	-3
Bcl-xL primary	-13	5	6	7	5	5	-3	4
CR mimetic SO	110	110	103	102	109	97	114	105
Fam108B inh	-9	-1	-2	8	1	2	0	4
EBNA-1 inh	-9	2	-2	1	-22	-1	-10	-8
Efflux pump mplx	1.6	0.0	-0.1	-0.2	0.4	0.3	0.3	-0.3

9. CC(C)(C)NC(=O)NC(=O)CN1CCCc2ccccc21
10. O=C(CCc1nnc2ccc(NCc3ccco3)nn12)Nc1ccc(F)cc1
11. CC(Sc1nc(N2CCOCC2)c2c(c1C#N)CC(C)(C)OC2)C(=O)O (stereo not drawn)
12. Cc1ccnc(NS(=O)(=O)c2ccc(NS(=O)(=O)c3ccc([N+](=O)[O-])cc3)cc2)n1
13. Cc1cc(C)n2nc(-c3ccco3)nc2n1
14. COc1ccccc1NS(=O)(=O)c1ccc(C)c(NC(=O)C2CCCO2)c1 (stereo not drawn)
15. CCOc1cc(C2C3=C(CC(C)(C)CC3=O)OC3=C2C(=O)CC(C)(C)C3)cc([N+](=O)[O-])c1O
16. N/C(COc1cccc(Cl)c1)=N\NS(=O)(=O)c1ccccc1

assay / entry	9	10	11	12	13	14	15	16
GLD-1 RNA inh	6	2	-10	-6	-4	1	2	-10
MCL1-BIM inh	84*	5	-5	-10	-3	-21	2	-7
MEX-5 binding	·	0.3	0.2	3.3	-0.3	·	-0.1	1.2
ZTA counter	-28	-6	4	8	-1	-10	-6	1
Bcl-xL primary	77*	4	31*	-4	1	-13	0	2
CR mimetic SO	112	85	104	97	90	101	104	104
Fam108B inh	-7	2	-2	-2	6	·	1	7
EBNA-1 inh	-4	-2	-4	-15	-5	·	-6	6
Efflux pump mplx	0.2	0.0	0.2	0.2	0.0	0.1	0.2	-0.1

17. COc1ccc(CN(Cc2ccccn2)C(=O)CN2C(=O)COc3ccccc32)cc1
18. CC(C)(C)NC(=O)C(c1cccnc1)N(C(=O)c1ccc(Cl)nc1)C1CCCC1 (stereo not drawn)
19. CC1(C)CC(NC(=O)c2cccc(Cl)c2)CC(C)(C)N1
20. COc1ccc(CCNC(=O)COC(=O)/C=C/c2ccc(OCC#N)c(OC)c2)cc1
21. Cc1cc(NC(=O)CSc2ccc3nnc(-c4cccs4)n3n2)no1
22. Cc1ccc2c(c1)N(CC(=O)NC1CCCC1)C(=O)CO2
23. Cc1ccc(NS(=O)(=O)c2cc(C(=O)N3CCOCC3)ccc2C)cc1C
24. CC(=O)c1cccc(NC(=O)c2cc(C)nn2-c2ccccc2)c1

assay / entry	17	18	19	20	21	22	23	24
GLD-1 RNA inh	-1	4	2	3	4	-3	2	-8
MCL1-BIM inh	1	10	11	-2	14	5	7	-4
MEX-5 binding	0.3	-1.3	1.1	0.2	-0.6	-0.7	-0.4	-4.5
ZTA counter	-1	6	-8	-9	-7	6	7	-6
Bcl-xL primary	-1	6	4	4	8	5	5	-2
CR mimetic SO	87	115	101	110	101	94	86	115
Fam108B inh	1	8	4	0	1	2	0	-19
EBNA-1 inh	3	-7	-9	1	7	-12	0	0
Efflux pump mplx	0.0	-0.1	-0.2	0.3	0.2	0.3	0.0	-0.1

25. CCOC(=O)C1=C(C)C(c2ccccc2OC)NC(=O)N1 (stereo not drawn)
26. CN(C(=O)Cn1cc([N+](=O)[O-])ccc1=O)C1CCCCC1
27. CC(=O)Nc1cccc(C(=O)/C=C/c2ccc(Br)cc2)c1
28. Cc1ccc(NC(=O)CCCCCNS(=O)(=O)c2ccc(C)cc2)cc1
29. CCOc1ccc(C(=O)Nc2c(C(=O)N3CCC(N4CCCCC4)CC3)oc3ccccc23)cc1
30. O=c1c2ccccc2[nH]c(=S)n1Cc1ccccc1
31. Cc1ccc(C)c(S(=O)(=O)C(C#N)c2nc3ccccc3nc2N2CCOCC2)c1 (stereo not drawn)
32. COc1ccc(NC(=O)CSCCc2ccccn2)cc1OC

assay / entry	25	26	27	28	29	30	31	32
GLD-1 RNA inh	-2	-6	1	1	2	6	12	-1
MCL1-BIM inh	-5	-10	5	-1	5	-2	13	6
MEX-5 binding	0.4	·	1.0	-1.6	·	1.6	-2.9	-1.5
ZTA counter	3	9	15	5	-10	-6	-3	9
Bcl-xL primary	-5	0	1	1	9	3	13	0
CR mimetic SO	95	91	110	107	103	91	111	68
Fam108B inh	-1	·	-21	1	6	1	4	0
EBNA-1 inh	-13	·	-7	3	7	-4	3	-2
Efflux pump mplx	0.4	0.1	-0.1	-0.2	-0.1	0.1	0.1	0.0

33. CC(=O)c1cccc(Nc2cc(C)nc3ccc(C)cc23)c1
34. COc1ccc(C)cc1NC(=O)CN1c2cccc3cccc(c23)S1(=O)=O
35. Cc1c(Cl)cccc1NC(=O)CSc1nnc(C)n1CC1CCCO1 (stereo not drawn)
36. CC(OC(=O)Cc1c[nH]c2ccccc12)C(=O)NC1(C#N)CCCCC1 (stereo not drawn)
37. O=C(Nc1cccnc1Cl)C1=NN(c2ccccc2)C(=O)CC1
38. O=C(Nc1ccccc1)c1ccccc1NC(=O)[C@H]1CCCC[C@H]1C(=O)O
39. Cc1ccc2c(c1)N(CCC(=O)NCc1cccnc1)C(=O)CO2
40. Cc1cccc(/C=N\Nc2cn[nH]c(=O)c2Cl)c1

assay / entry	33	34	35	36	37	38	39	40
GLD-1 RNA inh	-1	0	5	-1	6	-4	-1	1
MCL1-BIM inh	4	-6	-2	9	2	5	-2	9
MEX-5 binding	0.5	·	-0.6	-0.4	-0.3	-0.4	2.2	-3.8
ZTA counter	1	-2	-3	6	4	11	5	-6
Bcl-xL primary	3	-1	3	4	0	0	0	9
CR mimetic SO	93	111	103	97	81	103	94	76
Fam108B inh	-1	·	-5	4	1	0	3	0
EBNA-1 inh	-6	·	-10	9	-1	-1	5	10
Efflux pump mplx	0.0	-0.2	-0.2	0.1	0.0	0.0	0.2	0.0

41. OC(c1ccccc1)(C1CCCCC1)C(CN1CCOCC1)c1ccccc1 (stereo not drawn)
42. O=C(CC1(O)C(=O)Nc2ccc(Br)cc21)c1ccc2c(c1)OCO2 (stereo not drawn)
43. CN(C)S(=O)(=O)N1CCCC(C(=O)c2ccc(C(F)(F)F)cc2)C1 (stereo not drawn)
44. O=C(CSc1nc(-c2ccc(F)cc2)cs1)Nc1ccccn1
45. O=C(NC1CCS(=O)(=O)C1)C12CC3CC(CC(C3)C1)C2 (stereo not drawn)
46. Cc1cc(C)nc(NS(=O)(=O)c2ccc(NC(=O)C3COc4ccccc4O3)cc2)n1 (stereo not drawn)
47. Cc1cccc(NC(=O)N2CCN(Cc3ccccc3)CC2)c1
48. O=CN1CCN(C(=O)c2ccc(-c3nc4ccccc4s3)s2)CC1

assay / entry	41	42	43	44	45	46	47	48
GLD-1 RNA inh	-4	1	-6	1	-3	-3	4	3
MCL1-BIM inh	1	2	-2	64*	0	2	7	0
MEX-5 binding	1.8	0.1	-1.8	0.7	-8.5	0.3	0.6	1.6
ZTA counter	-12	12	5	0	-5	-6	1	5
Bcl-xL primary	2	3	-2	-2	-1	6	4	1
CR mimetic SO	108	106	115	101	95	99	96	89
Fam108B inh	-2	-1	3	-10	10	-13	0	0
EBNA-1 inh	7	2	3	3	8	-15	-4	-4
Efflux pump mplx	0.0	0.1	0.0	0.0	0.0	0.0	0.0	0.1
